High-throughput results as filed in PubChem BioAssay.
PDI turbidity = PDI (human) enzyme inhibition; PDI insulin aggregation turbidity, A650, 90 min; inhibition, % at 10 µM; actives 0.052% (n = 350,000); AID 588391;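 active = mean inhibition across replicates of 30% or more, whatever share of single replicates reach that level; inconclusive = mean inhibition below 30% while every single replicate reaches 30%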;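 note: absorbance from insulin aggregation driven by PDI reduction with DTT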
Target sequence (P07237 whole entry, looked up): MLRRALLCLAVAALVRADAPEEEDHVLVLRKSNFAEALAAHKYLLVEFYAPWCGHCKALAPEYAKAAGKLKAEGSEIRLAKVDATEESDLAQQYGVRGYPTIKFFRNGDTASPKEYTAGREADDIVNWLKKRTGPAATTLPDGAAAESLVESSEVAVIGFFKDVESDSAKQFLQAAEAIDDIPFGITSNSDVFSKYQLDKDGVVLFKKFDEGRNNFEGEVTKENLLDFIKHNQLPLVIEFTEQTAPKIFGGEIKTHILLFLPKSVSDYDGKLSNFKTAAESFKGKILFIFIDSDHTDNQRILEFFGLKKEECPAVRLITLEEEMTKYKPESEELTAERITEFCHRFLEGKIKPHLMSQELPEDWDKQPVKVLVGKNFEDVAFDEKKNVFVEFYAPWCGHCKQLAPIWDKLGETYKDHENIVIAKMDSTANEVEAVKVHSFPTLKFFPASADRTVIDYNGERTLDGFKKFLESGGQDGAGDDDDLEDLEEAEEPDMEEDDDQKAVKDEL
Peg3 promoter = inhibitors of Peg3 promoter; HeLa PEG-Prom luciferase reporter, luminescence, overnight; inhibition, % at 20 µM; actives 1.7% (n = 360,000); AID 588405;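 active = inhibition of at least 50% at 20 µM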
m5-HT2A agonist = activates the mouse 5-HT2A serotonin receptor; P35363; CHO-K1 mHTR2A beta-arrestin complementation, luminescence; percent of 30 µM serotonin response; AID 624169; actives 0.66% (n = 360,000); activation, % at 7.6 µM;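 active = activation above a run cutoff, the mean activation of all tested compounds plus 3 SD, cut at about 14% in these data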;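 note: 0% = plate median of compound wells and 100% = 30 µM serotonin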
NR2E3 ag-1 = activates human NR2E3 receptor. AID 602229. actives 0.35% (n = 360,000). inhibition of corepressor binding, % at 3.98 µM. CHO-S Gal4-NCOR/VP16-NR2E3 two-hybrid, luciferase;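 active = inhibition above the mean of all tested compounds plus 3 SD, cut at about 70% in these data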;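 note: 0% = DMSO with NR2E3 transfected cells and 100% = cells lacking NR2E3 construct; higher means lower luciferase signal from less NR2E3 corepressor binding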
Target sequence (Q9Y5X4 whole entry, looked up, the tested form may be a part): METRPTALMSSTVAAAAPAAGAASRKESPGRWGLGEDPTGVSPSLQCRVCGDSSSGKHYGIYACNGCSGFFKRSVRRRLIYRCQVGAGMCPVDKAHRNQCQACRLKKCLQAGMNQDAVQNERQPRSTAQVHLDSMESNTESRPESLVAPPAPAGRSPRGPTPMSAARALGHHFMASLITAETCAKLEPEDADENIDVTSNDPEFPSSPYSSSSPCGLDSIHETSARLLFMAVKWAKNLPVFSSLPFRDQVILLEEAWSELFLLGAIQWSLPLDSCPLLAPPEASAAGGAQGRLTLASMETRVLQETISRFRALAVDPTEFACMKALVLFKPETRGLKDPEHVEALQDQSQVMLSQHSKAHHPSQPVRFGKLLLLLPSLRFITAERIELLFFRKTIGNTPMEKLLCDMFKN
Cardio protect = modulators protecting cardiomyocytes from myocardial damage | H9c2 cardiomyocytes, H2O2 injury protection, ATPLite, 2 h | protection from H2O2 cell death, % at 20 µM | actives 0.63% (n = 360,000) | AID 588492;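 active = compounds giving at least 50% protection of heart cells from peroxide-induced death in the single-dose screen, raw or plate-pattern-corrected value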;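 note: 0% = DMSO wells with peroxide and 100% = DMSO wells without peroxide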
CaV13 ICDI inh = Primary screen for inhibitors of IQ motif and Ca2+-dependent inactivation inhibitor domain binding in CACNA1D, Förster resonance energy transfer in living cells, … | actives 0.098% (n = 340,000) | inhibition, % at 12.3 µM | HEK cells, CFP/YFP FRET ICDI-IQ, plate reader, 10 min; percent FRET-ratio fall versus neutral wells;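 active = mean replicate inhibition of at least 30% and at least 1% of replicates passing that level; inconclusive = only one of the two criteria is met; inactive = neither criterion is met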;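 note: 0% = median of the neutral control wells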
iPSC survival up = enhancers of human iPSC single-cell survival | hiPSC single-cell survival, ATPlite luminescence; 100% = ROCK inhibitor wells, 0% = DMSO | survival enhancement, % at 20 µM | actives 0.044% (n = 360,000); in the data active = survival enhancement above about 18%;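 note: cells exposed to compounds for 16 hours before the ATP read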
NR2E3 ag-2 = agonists of human nuclear receptor NR2E3. Q9Y5X4. GST-NR2E3/biotin-RetCOR TR-FRET, 1536-well. inhibition of corepressor binding, % at 4.78 µM. actives 0.12% (n = 320,000). AID 2300;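 active = percent inhibition above the cutoff of mean plus 3 SD of all tested compounds, set per screening campaign, cut at about 20% in these data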;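 note: 0% = DMSO wells and 100% = biotin wells as full block of FRET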
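Material – GST-tagged NR2E3 plus biotinylated RetCOR corepressor · Quantity – NR2E3 fusion 1.35 nM · Times – 5 h incubation at 4 °C · Medium – pH 7.5 Tris-based buffer · Technique – TR-FRET, Eu(K)-anti-GST donor, streptavidin-D2 acceptor, ex 340, em 617/671 nm · Benchmarks – high control biotin, low control 0.6% DMSO · Format – 1536-well plates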
MITF TRPM1 inh = inhibitors of MITF-driven TRPM1 promoter in melanoma cells | SK-MEL-5 TRPM1 promoter luciferase, 24 h | inhibition, % at 12.5 µM | actives 0.83% (n = 330,000) | AID 488899;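 active = mean inhibition across replicates of 60% or more, whatever share of single replicates reaches that level; inconclusive = some that reach 60%, reason not given; inactive = mean inhibition across replicates below 60%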; note: values of inactives mirror those of a sister screen read the other way
HIF-2a inh = HIF-2a inhibition; 786-0 RCC cells HIF-2a reporter, luciferase luminescence, overnight; actives 0.72% (n = 360,000); inhibition, % at 18.8 µM; AID 624352;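 active = inhibition of the luminescence signal of 40% or more relative to plate controls, in a single-dose primary screen at 18.75 µM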
Shn3 inh set2 = reduces Shn3 3'UTR luciferase signal in osteoblasts; inhibition, % at 12.5 µM; AID 588674; actives 0.52% (n = 360,000); Clone20 osteoblast Shn3 3'UTR firefly luciferase, 24 h;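 active = mean inhibition of at least 75% with every replicate also reaching 75%; inconclusive = mean inhibition at least 75% but some replicate below; inactive = mean inhibition below 75%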;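 note: 0% = median of neutral control wells and 100% = pilot-screen positive control compound; some compounds past the cut are filed as inactive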
The depositor's hits bear a star; ? = inconclusive; . = no result given.

SMILES	PDI turbidity	Peg3 promoter	m5-HT2A agonist	NR2E3 ag-1	Cardio protect	CaV13 ICDI inh	iPSC survival up	NR2E3 ag-2	MITF TRPM1 inh	HIF-2a inh	Shn3 inh set2
C/C(=N\O)C(C)(C)Nc1ccc(F)cc1	-2	8	-3	6	3	-3	1.1	1	4	29	9
CC(=O)c1ccc(C#CC(C)(C)O)s1	1	-4	8	-9	-7	-2	-2.0	-5	5	9	15
CN(C)/C(Cn1cncn1)=C1/N=C(c2ccccc2)OC1=O	6	9	0	17	-1	0	1.1	-3	7	2	7
COc1ccc2cc(C(c3nnnn3C(C)(C)C)N3CCSCC3)c(=O)[nH]c2c1 (stereo unspecified)	-9	-3	-3	9	1	-4	-2.1	3	-10	-9	-18
CC1CCCN(Cc2csc(N)n2)C1 (stereo unspecified)	-3	1	0	-29	-1	-6	-0.4	1	-4	13	-12
COc1ccc(C2C(C#N)=C(C)NC(C)=C2C(=O)OC(C)C)c(OC)c1 (stereo unspecified)	2	5	-2	-9	-3	-17	2.2	-1	-9	15	23
CCn1ncc(C(=O)Nc2ccccc2C)c1C	4	-13	0	-17	-2	-8	1.5	-1	-6	-16	-15
COCCN=C1Sc2nc3ccc(C)cc3cc2CN1Cc1cccs1	2	-79	-2	-16	-6	-6	1.5	-2	-27	-79	34
COC(=O)[C@]12CCCCC=C1N(Cc1cccc3ccccc13)C(=O)[C@H](CC(=O)N1CCCCC1)C2	.	.	-4	-26	.	-9	-0.4	.	.	1	.
COc1ccc(S(=O)(=O)N(C)CC(=O)Nc2ccccc2SC)cc1Cl	-1	6	-1	-13	-6	-7	-0.6	-4	2	4	.
Cc1ccc(NC(=O)CCN2CCOCC2)cc1C	9	19	-4	3	-2	-8	-0.1	.	-6	7	8
CCOP(=O)(OCC)C(Nc1ccc(C(=O)O)cc1)c1ccccc1 (stereo unspecified)	3	8	6	10	6	-6	0.0	2	0	8	-21
O=C(COc1ccc(Nc2ccccc2)cc1)OCC(=O)N1CCCCC1	-1	2	-2	-20	-4	-5	0.6	0	4	8	6
O=C(CCc1ccccc1)NCCc1cccs1	0	-80	-1	-53	4	-6	0.8	6	-29	-91	-19
Cc1ccc(-c2cc(C(=O)NCc3ccc4c(c3)OCO4)no2)cc1	11	-81	-2	-69	3	.	-1.1	3	-13	-118	6
O=C(c1ccc2nc3ccccc3c(=O)n2c1)N1CCN(Cc2ccc3c(c2)OCO3)CC1	-4	-22	5	-4	11	-4	-1.1	-1	-20	-44	-2
C=C(C(=O)c1ccccc1)C(c1ccccc1)C(C)C(=O)c1ccccc1 (stereo unspecified)	6	38	0	5	-13	-2	-1.1	0	10	81*	-4
CCCCC1(c2ccc(F)cc2)NC(=O)N(CC(=O)Nc2ccc(N3CCOCC3)cc2)C1=O (stereo unspecified)	-2	-4	8	4	-1	-5	1.3	.	8	10	-7
CN(Cc1ccccc1)C(=O)COC(=O)c1ccc(S(=O)(=O)N(C)C)cc1	1	2	-4	-10	-2	-3	-1.1	1	-4	9	-4
CN(Cc1ccccc1)C(=O)COC(=O)c1ccccc1NS(=O)(=O)c1cccc(N)c1	-2	17	1	2	8	-5	-1.3	3	13	19	-6
CC1=Nc2cc(Cl)ccc2Oc2ccccc21	2	2	-5	-30	0	-4	-1.2	4	5	11	-2
Cc1cc(C(=O)OCC(=O)Nc2ccc(F)cc2[N+](=O)[O-])c2ccccc2n1	-9	-7	2	7	-4	10	-1.4	-2	9	10	2
Cc1ccc(NCCCn2cnc(C(=O)Nc3ccc(C)c(C)c3)n2)cc1C	-4	-5	3	-18	-6	-3	-3.5	.	5	-24	6
COc1ccc(S(=O)(=O)N2CCCOC2CNC(=O)C(=O)NCCc2ccco2)cc1OC (stereo unspecified)	-5	9	5	-9	-2	-5	-0.2	1	2	15	-4
COc1ccc(C(=O)Nc2ncc(C)s2)cc1S(=O)(=O)N1CCOCC1	9	17	4	6	14	-2	-0.2	-2	2	5	1

Continuation:
SMILES	PDI turbidity	Peg3 promoter	m5-HT2A agonist	NR2E3 ag-1	Cardio protect	CaV13 ICDI inh	iPSC survival up	NR2E3 ag-2	MITF TRPM1 inh	HIF-2a inh	Shn3 inh set2
COc1ccc2c3c([nH]c2c1)C1(NCC3)C(=O)Nc2ccccc21 (stereo unspecified)	-12	1	3	-21	1	-2	0.2	-2	-12	10	6
Cc1ccc(C(=O)N2CCN(Cc3ccc4c(c3)OCO4)CC2)cc1S(=O)(=O)N1CCOCC1	-4	0	4	-16	8	-3	-0.2	1	10	2	9
COc1cc(/C=N/O)cc(Br)c1OCC(=O)NCc1ccccc1	-6	-2	-3	-1	23	-8	-2.4	0	-1	6	3
COc1cccc(CNc2ncc(Br)cc2Br)c1O	12	-284	-10	-123	-11	-5	-0.1	3	-79	-133	-95
CCOC(=O)CCC(=O)Nc1ccc(S(=O)(=O)Nc2cc(OC)nc(OC)n2)cc1	-10	9	22*	-26	2	-19	0.7	0	6	12	4
CCCCn1c(NC(=O)c2ccc(Br)o2)c(S(=O)(=O)c2ccccc2)c2nc3ccccc3nc21	-43	31	4	8	-16	-7	0.5	7	10	-6	10
O=[N+]([O-])c1ccc(S(=O)(=O)NCCS(=O)(=O)N2CCN(c3ccccc3)CC2)cc1	3	12	-2	-25	-6	-5	0.8	3	16	8	3
CCOc1ccc(C(O)(c2ccccc2)C(CN2CCCC2)c2ccccc2)cc1 (stereo unspecified)	-16	-6	-5	-8	0	-12	-0.8	1	-22	12	13
Cc1cccc(NC2=NC(C)(C)N=C(N)N2)c1	-4	20	1	4	-2	-3	-0.2	-2	46	25	21
Cc1cccc(NC(=O)c2cccc(NC(=O)Cc3cccs3)c2)c1	-3	-121	-1	-56	-1	-4	0.6	4	-42	-160	29
COc1cccc(C(C)=NNc2ccc([N+](=O)[O-])cc2[N+](=O)[O-])c1OC	-8	10	6	-44	-9	-7	-2.1	.	.	5	32
COc1cc(C(=O)COC(=O)C2CCCCC2)cc(OC)c1OC	12	-1	0	-7	4	-10	1.0	.	-12	4	59
Cc1nn(Cc2ccccc2)c(C)c1CNC(=O)c1ccc(F)c(S(=O)(=O)N2CCOCC2)c1	-1	19	-2	7	7	-6	2.0	1	18	11	16
COc1ccc([C@H]2C[C@@H](n3cc(COC(=O)c4ccccc4)nn3)[C@H](O)CN2Cc2cccs2)cc1	1	-5	-1	-31	-11	-5	0.5	.	.	-22	6
CN(C[C@H](Cc1ccccc1)N(C[C@H](CC1CCCCC1)N(CCc1ccccc1)N=O)N=O)N=O	4	-10	-4	-14	-2	-11	0.5	3	11	4	12
CSCCC(NC(=O)c1ccccc1C)C(=O)O (stereo unspecified)	4	3	-3	-21	2	-5	-0.1	3	-8	9	-8
COc1ccccc1/C=C1\SC(=O)N(CCC(=O)NNC(=O)c2ccccc2Cl)C1=O	6	-89	0	-5	9	-4	-0.4	4	-27	-19	-20
Cc1cc(=O)oc2cc(OCC(=O)OCC(=O)N3CCC(C)CC3)ccc12	16	-2	7	7	15	-4	0.6	-1	5	9	9
O=C(N/N=C/c1c[nH]c2ccccc12)c1cc(Br)ccc1O	2	-36	-6	-27	19	-20	-0.2	0	4	-101	-34
Cc1nn(C)c(C)c1C(C)NC(=O)c1cc(COc2cncc(Cl)c2)on1 (stereo unspecified)	6	5	-4	-12	0	-5	-0.5	-2	1	3	-7
CC(C)(C)OC(=O)N1Cc2ccccc2C[C@H]1C(=O)NCC(=O)Nc1ccc2c(c1)OCCO2	11	40	-5	59	3	-7	-0.6	-2	-5	47*	31
CCCCNc1c(-c2ccc(OC)c(SC3CCCCC3)c2)nc2cnccn12	1	68*	1	11	-25	.	2.8	6	-1	-19	14
Oc1c(N=NC(=S)Nc2ccccc2F)c2ccccc2n1Cc1ccccc1	3	6	-3	-23	2	-7	-0.6	1	24	3	55
COc1ccccc1/C=C/C(=O)NC(=S)NCC1CCCO1 (stereo unspecified)	5	-18	4	-26	7	-2	-0.8	1	1	-16	4
CC(=O)c1c(C)[nH]c(C(=O)NCc2ccccc2)c1C	-10	-9	-4	-14	2	.	-1.6	1	2	-10	-15

(more compounds)
SMILES	PDI turbidity	Peg3 promoter	m5-HT2A agonist	NR2E3 ag-1	Cardio protect	CaV13 ICDI inh	iPSC survival up	NR2E3 ag-2	MITF TRPM1 inh	HIF-2a inh	Shn3 inh set2
C=Cn1cc[n+](CC(=O)c2cc(C(C)(C)C)c(O)c(C(C)(C)C)c2)c1	-1	12	2	21	1	3	-0.5	-1	14	17	-15
O=C1C(Cl)=C(N2CCCCCC2)C(=O)N1c1ccccc1	-8	-18	-6	-19	1	.	2.6	-1	11	-15	-6
Cc1ccc(C)c(OCc2cc(C(=O)N3CC[C@@H]4CCCC[C@H]4C3)no2)c1	-2	-164	6	-77	-3	-5	1.3	1	-24	-183	-73
CC1=C(C(=O)OC2CCCC2)C(c2coc3ccccc3c2=O)C2=C(CC(C)(C)CC2=O)N1 (stereo unspecified)	-5	8	4	-2	-3	-4	-0.3	3	-5	21	.
O=C(CSc1ccsc1[N+](=O)[O-])Nc1cc(F)ccc1F	-8	-28	0	13	-6	-3	0.7	.	10	-66	-28
Cc1n[nH]c(C)c1CCCCOc1ccc([N+](=O)[O-])cc1	4	2	-2	-5	-13	-3	0.0	-1	-1	-3	15
CC(C)c1ccc(OCC(=O)Nc2ccc(OC(F)(F)F)cc2)cc1	1	5	6	-4	-2	-5	0.6	-2	10	17	4
CCCC(=O)NC(c1ccccc1Cl)c1ccc2cccnc2c1O (stereo unspecified)	-4	53*	12	-3	37	-6	0.5	1	.	4	?
CCc1nnc(NS(=O)(=O)c2ccc(NC(=S)NC(=O)c3cccs3)cc2)s1	8	10	3	4	1	-6	-0.5	1	4	17	-13
CNS(=O)(=O)c1cc(O)c2c(S(=O)(=O)NC)cccc2c1	6	6	6	-1	6	-1	-2.0	3	10	10	-3
COc1ccc(NC(=O)CNC(=O)C2CCCCC2)cc1	0	-44	2	-54	-1	.	0.1	0	-17	-36	1
Nc1ccc(C(=O)Nc2ccc(NC(=O)c3ccco3)c(O)c2)cc1	-5	-57	-1	8	1	-13	-1.1	-2	-3	-93	-16
CC1(C)CC(n2c(NCCO)nc3c(c2=O)C2(CCCC2)Cc2ccccc2-3)CCO1 (stereo unspecified)	-3	30	-4	-24	-12	-5	2.2	2	8	19	21
Cc1cc(C(=O)COc2cc(F)ccc2[N+](=O)[O-])c(C)n1C1CC1	9	-43	0	-9	-4	-7	-0.3	4	-7	-2	-18
